Source: PubChem BioAssay (NMMLSC)
T cell modulator = T cell immune modulators affecting CD8 T cell-vesicle binding; calls only at 7 µM; 0.068% of 330,000 active; AID 2052; 2C CD8+ T cell-vesicle binding, flow cytometry; hits give low values;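 active means response, share of CD8 T cells binding vesicles, and their 90th percentile fluorescence all below set limits, cut at about 80% in these data, passing the limit was not always enough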
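Material: 2C TCR transgenic mouse naive CD8+ T cells, MACS-purified. Also added: QL9-charged Drosophila Ld/ICAM-1/B7-1 vesicles. Timing: binding 1.5 h at 37 °C. Measured by: high-throughput flow cytometry with anti-B7-1 and anti-CD8 staining. Read-out: percent CD8+ FL2 mean versus row control. Controls: Unloaded micro-vesicles (low), QL9 vesicles with 0.7% DMSO (high).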
Myeloid diff 2 = compounds promoting myeloid differentiation | ER-HoxA9 myeloid progenitors, lysozyme-GFP differentiation, flow cytometry | calls only at 10 µM | 1% of 360,000 active | AID 624256;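 active means normalized GFP-positive differentiation at or above the plate's own cutoff, the solvent-only control mean plus 3 SD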;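 further: cells exposed to compound for four days before flow analysis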
T cell modulator vesicle-bound % = further read-out of T cell modulator, marked with its call; double positive events, %; measured here: CD8+ vesicle-bound cell fraction;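 binding gate set so that unloaded-vesicle control wells show 10% double positive cells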
Myeloid diff 2 GFP+ MAC1+ % = further read-out of Myeloid diff 2, marked with its call; GFP+ MAC1+ double positive, %; measured here: differentiation confirmed by MAC1 staining
The depositor's hits bear a star; i = inactive; + = active, no number. An excerpt; rates above refer to the full screens.

SMILES	T cell modulator	T cell modulator vesicle-bound %	Myeloid diff 2	Myeloid diff 2 GFP+ MAC1+ %
CCN1C(=O)[C@@H]2[C@H](C1=O)[C@@H]1C(=O)Nc3ccccc3C(=O)N1[C@@H]2c1cccc(C)c1	i	26	i	1.3
Cc1cccc(OCCCC(=O)NNC(=O)c2ccccn2)c1	i	37	i	0.3
Cc1ccc(C(=O)NCC(c2ccc(F)cc2)N2CCOCC2)s1 (configuration not stated)	i	23	i	1.6
O=C(/C=C/C=C/c1ccc2c(c1)OCO2)N1CCCCC1	i	32	i	3.7
O=C1COc2cc(ccc2[N+](=O)[O-])Oc2ccc(cc2Cl)C(=O)CCCCO1	i	16	i	1.3
c1ccc2c(c1)CCc1c(-c3ccncc3)n[nH]c1-2	i	30	+	1.3*
CCN(CC(=O)Nc1ccc(NC(C)=O)cc1)C(=O)c1ccccc1Sc1ccccc1C#N	i	22	i	0.3
COc1ccc(NC(C)=O)cc1S(=O)(=O)NCCc1ccccn1	i	41	i	0.7
Cc1cc(NC(=O)CSCC(=O)OCC(=O)Nc2ccc(OC(F)F)cc2)no1	i	36	i	0.7
CCc1cc(C(=O)N(CC(C)C)c2c(N)n(Cc3ccccc3)c(=O)[nH]c2=O)sc1C	i	55	i	1.4
O=C1C=C(c2ccc(F)nc2)C[C@@H](c2ccc3c(c2)OCO3)C1	i	39	i	0.8
C[C@@H]1CN([C@H](C)CO)C(=O)Cc2cc(NC(=O)Nc3ccccc3)ccc2O[C@@H]1CN(C)Cc1ccc2c(c1)OCO2	i	9	i	1.2
CCOc1ccc(NC(=O)c2cc(C3CC3)nc3c2cnn3C(C)C)cc1OC	i	21	i	0.7
COc1ccccc1C(=O)NC(CCSC)C(=O)N1CCC(Cc2ccccc2)CC1 (configuration not stated)	i	40	i	0.5
CC(OC(=O)c1cccc(S(=O)(=O)N2CCCCCC2)c1)C(=O)Nc1ccc(S(N)(=O)=O)cc1 (configuration not stated)	i	13	i	0.9
N#Cc1ccccc1NC(=O)C(=O)NCCCN1CCCC1=O	i	54	i	0.5
O=C(NCC(c1ccco1)N1CCc2ccccc2C1)c1cccc(Br)c1 (configuration not stated)	i	37	i	0.6
CCc1noc(C)c1C(=O)NNC(=O)c1ccc(Br)cc1	i	33	i	0.8
Cc1sc2ncnc(N3CCC(C(=O)NNC(=O)c4ccc(Cl)cc4)CC3)c2c1C	i	32	i	0.5
COc1cccc(NC(=O)CN(C)C(=O)c2cc(S(=O)(=O)N3CCCCCC3)ccc2OC)c1	i	38	i	0.9
COc1ccc(OC)c(NC(=O)COc2coc(CN3CCCc4ccccc43)cc2=O)c1	i	50	i	0.8
CN(C(=O)c1ccc(F)c(S(=O)(=O)N2CCOCC2)c1)C1CCCCC1	i	25	i	0.6
COc1cccc(C(=O)NCCS(=O)(=O)NCc2cccnc2)c1	i	46	i	0.6
CCCn1c(SCC(=O)N(C)CC(=O)Nc2ccc(Cl)cc2)n[nH]c1=O	i	25	i	0.3
CC(NC(=O)COC(=O)C1CCN(c2ccc(C(F)(F)F)cn2)CC1)c1ccc(F)cc1 (configuration not stated)	i	32	i	0.9
N#CCCN(C(=O)COC(=O)c1ccc(S(=O)(=O)N2CCOCC2)cc1)c1ccccc1	i	38	i	1.0
CN(C)C(CNS(=O)(=O)c1ccc(Cl)cc1F)c1ccco1 (configuration not stated)	i	34	i	0.4
Cc1ccc(S(=O)(=O)N2CCC(C(=O)NCCCN3CCOCC3)CC2)cc1	i	33	i	0.4
COc1cc(C(=O)NC(C)c2cc(C)ccc2C)ccc1OCC(=O)N1CCOCC1 (configuration not stated)	i	41	i	1.1
Cc1cc(C)n2nc(C(=O)OCC(=O)c3ccccc3)nc2n1	i	22	i	1.5
CCOc1ccc(Br)cc1S(=O)(=O)Nc1ccc(S(=O)(=O)Nc2cc(C)on2)cc1	i	46	i	0.9
COc1ccc(NC(=O)COc2ccc3c(C)cc(=O)oc3c2)cc1S(=O)(=O)N1CCCCC1	i	17	i	1.7
COc1ccc(NC(=O)COC(=O)C2CCN(C(=O)c3ccc(Cl)cc3)CC2)c([N+](=O)[O-])c1	i	34	i	1.4
CC(=O)Nc1ccc(NC(=O)C(C)OC(=O)CNC(=O)c2ccc(-c3ccccc3)cc2)cc1 (configuration not stated)	i	35	i	1.1
COc1ccc2c(=O)cc(CO)oc2c1	i	11	i	1.5
COc1ccc(C(=O)OCC(=O)c2cc(C)n(CC3CCCO3)c2C)cc1[N+](=O)[O-] (configuration not stated)	i	42	i	1.0
COC(=O)c1ccc(CNC(=O)CCNC(=O)c2ccco2)cc1	i	2	i	1.3
Cc1ccc(S(=O)(=O)N(C)C)cc1NC(=O)c1ccc(-n2cncn2)c([N+](=O)[O-])c1	i	28	i	1.1
CC(OC(=O)Cc1c[nH]c2ccccc12)C(=O)N(C)c1ccccc1 (configuration not stated)	i	58	i	0.7
COc1cccc(CNC(C)C(=O)Nc2ccc(S(=O)(=O)N3CCCC3)cc2)c1 (configuration not stated)	i	50	i	0.2

3 compounds already listed, ordered by the number in Myeloid diff 2 GFP+ MAC1+ %, descending.
SMILES | T cell modulator | T cell modulator vesicle-bound % | Myeloid diff 2 GFP+ MAC1+ %
COc1cc(C(=O)NC(C)c2cc(C)ccc2C)ccc1OCC(=O)N1CCOCC1 (configuration not stated) | i | 41 | 1.1
CC(NC(=O)COC(=O)C1CCN(c2ccc(C(F)(F)F)cn2)CC1)c1ccc(F)cc1 (configuration not stated) | i | 32 | 0.9
COc1cccc(C(=O)NCCS(=O)(=O)NCc2cccnc2)c1 | i | 46 | 0.6

Ordered by formula weight (highest first): some entries from above
SMILES	T cell modulator	T cell modulator vesicle-bound %	Myeloid diff 2	Myeloid diff 2 GFP+ MAC1+ %
CC(=O)Nc1ccc(NC(=O)C(C)OC(=O)CNC(=O)c2ccc(-c3ccccc3)cc2)cc1 (configuration not stated)	i	35	i	1.1
N#CCCN(C(=O)COC(=O)c1ccc(S(=O)(=O)N2CCOCC2)cc1)c1ccccc1	i	38	i	1.0
COc1ccc(OC)c(NC(=O)COc2coc(CN3CCCc4ccccc43)cc2=O)c1	i	50	i	0.8
Cc1ccc(S(=O)(=O)N(C)C)cc1NC(=O)c1ccc(-n2cncn2)c([N+](=O)[O-])c1	i	28	i	1.1
COc1cccc(CNC(C)C(=O)Nc2ccc(S(=O)(=O)N3CCCC3)cc2)c1 (configuration not stated)	i	50	i	0.2
COc1ccc(C(=O)OCC(=O)c2cc(C)n(CC3CCCO3)c2C)cc1[N+](=O)[O-] (configuration not stated)	i	42	i	1.0
Cc1ccc(S(=O)(=O)N2CCC(C(=O)NCCCN3CCOCC3)CC2)cc1	i	33	i	0.4
